Screening data: PubChem, National Center for Advancing Translational Sciences (NCATS)
TDP1 cell noCPT: qHTS for Inhibitors of human tyrosyl-DNA phosphodiesterase 1 (TDP1): qHTS in cells in absence of CPT; DT40 Tdp1-/- hTDP1 cells, no CPT, ATP luminescence, 48 h; Potency, µM (doses to about 46.2 µM), for inactives: top-dose activity change, negative = growth inhibition, hits mostly inhibitors; 420,000 compounds, 15% hits; also: nearly all actives have a fitted effect of over 55% in size
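DT40 Tdp1-/-;hTDP1 cells, no CPT (DMSO vehicle only), 400 cells/well; compounds pin-transferred; ≥48 hr, 37 °C; CellTiter-Glo 30 min RT dark, luminescence read.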
N370S GC mod: N370S glucocerebrosidase modulation, Gaucher chaperone candidate; P04062; N370S GC spleen homogenate, 4MU-glucoside fluorescence; Potency, µM (titrated, usually from 59.4 µM), without a hit: at the top dose activity change, negative = inhibition, actives largely listed as inhibitors; 330,000 compounds, 0.092% hits; AID 2101;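 also: 0% = full enzyme activity and -100% = no enzyme basal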
TDP1 inh: TDP1 (human) enzyme inhibition; recombinant TDP1, AlphaScreen DNA substrate cleavage; 350,000 compounds, 0.28% hits; Q9NUW8; Potency, µM (titrated, usually from 130 µM), for inactives: at the top dose activity change, negative = inhibition, most hits filed as inhibitors; also: nearly all actives have a fitted effect of over 40% in size
Target sequence (Q9NUW8 whole entry, looked up): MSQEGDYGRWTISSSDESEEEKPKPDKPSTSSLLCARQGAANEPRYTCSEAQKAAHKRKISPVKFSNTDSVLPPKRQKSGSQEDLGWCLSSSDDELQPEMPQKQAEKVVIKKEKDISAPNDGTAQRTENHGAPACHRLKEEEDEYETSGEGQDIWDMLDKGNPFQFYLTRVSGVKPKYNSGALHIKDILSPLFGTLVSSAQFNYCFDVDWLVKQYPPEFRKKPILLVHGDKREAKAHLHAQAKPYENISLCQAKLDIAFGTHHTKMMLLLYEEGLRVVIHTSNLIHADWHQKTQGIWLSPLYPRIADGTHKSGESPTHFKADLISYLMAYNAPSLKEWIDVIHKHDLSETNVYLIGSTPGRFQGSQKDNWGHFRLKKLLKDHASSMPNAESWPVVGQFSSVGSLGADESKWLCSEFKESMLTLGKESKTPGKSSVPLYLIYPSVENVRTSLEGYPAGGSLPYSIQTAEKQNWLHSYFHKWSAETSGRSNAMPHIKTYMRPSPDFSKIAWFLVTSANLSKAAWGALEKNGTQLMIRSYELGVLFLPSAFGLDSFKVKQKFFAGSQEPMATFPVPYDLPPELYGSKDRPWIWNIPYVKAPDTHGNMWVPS
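Compounds were preincubated with Tdp1 (1 nM final) for 15 min at room temperature before substrate (15 nM final) started a 5 min reaction; beads (10 ug/ml final) were then added for 10 min before AlphaScreen detection.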
An asterisk follows results filed as active; u = inconclusive; x = not tested or not shown; & = joins results of further samples; [ ] = remark or other dose. Calls follow the shape of the dose curve; as a rule, active = well fitted curve in the direction sought with a large enough effect; inconclusive = small, poorly fitted or top-dose-only effect, or another doubt; inactive = no such curve, though single readings can be large; an effect the other way counts as inactive or inconclusive. Unless noted, % is scaled to controls: 0 for no effect and ±100 for the full control effect; potency is read from the fitted curve at half-maximal effect. Only part of the results is shown (hit frequency here may not be typical).

cpd	Structure	TDP1 cell noCPT	N370S GC mod	TDP1 inh
1	CC(OC(=O)c1cccc(-n2cnnn2)c1)C(=O)Nc1ccc(F)cc1 (stereo not given)	-26.5%	-2.1%	0.4%
2	CC1CN(C(=O)Cn2cc(SCC(=O)N3CCOCC3)c3ccccc32)CC(C)O1 (stereo not given)	5.9%	-10.3%	1.9%
3	Cc1cc(C)cc(NC(=O)CN2C(=O)NC(Cc3c[nH]c4ccccc34)C2=O)c1 (stereo not given)	u	x	2.7%
4	COc1ccc(-c2nn(-c3ccccc3F)cc2CNCCn2nc(C)cc2C)cc1	u	10.0%	2.5%
5	COc1ccc(NC(=O)CN(C)CC(=O)NC(=O)NC2CCCCC2)cc1	u	x	-1.1%
6	Cc1ccc(C(=O)Nc2cc(-c3cn4cccnc4n3)ccc2C)cc1C	-29.4%	x	0.9%
7	COc1ccc(-c2cc3ccccc3oc2=O)cc1NC(=O)c1ccc([N+](=O)[O-])o1	14.6µM*	-3.5%	-5.3%
8	COC(=O)[C@H](CCSC)NC(=O)Nc1ccc(OC)c(Cl)c1	-0.4%	7.3%	-1.9%
9	O=C1COCCOCCOCC(=O)NCCN1	1.1%	-9.9%	5.6%
10	COc1ccc(-c2c(C)c3ccc(OCC(C)=O)cc3oc2=O)cc1	x	9.7%	4.8%
11	Cc1cccc(OCC(=O)O/N=C(\N)c2ccncc2)c1	-2.7%	0.2%	x
12	COc1ccccc1N1CCN(S(=O)(=O)CCNC(=O)c2cc(=O)c3ccccc3o2)CC1	25.9µM*	-8.9%	2.4%&-3.0%
13	S=C(NCCc1cnc[nH]1)NC1CCCC1	8.5%	19.9%	0.0%
14	Cc1cccc(C)c1NC(=O)NC1=CCCN1C	-1.4%	x	1.2%
15	Cc1cc(NC(=O)CCC(=O)N(c2cccnc2)C(C(=O)NC2CCCC2)c2ccccc2F)no1 (stereo not given)	-27.2%	2.9%	-2.5%
16	C[C@H](NS(=O)(=O)c1ccc2c(c1)OCCCO2)C(=O)N1CCN(Cc2ccc(C#N)cc2)CC1	-49.6%	x	-2.5%[56.1 µM]
17	Cc1cnc(CNc2nc(-c3ccoc3)nc3ccccc23)cn1	u	-8.4%	x
18	O=C(CN1C(=O)NC2(CCCc3ccccc32)C1=O)Nc1cccc(S(=O)(=O)N2CCCCC2)c1 (stereo not given)	16.4µM*	-10.2%	7.9%
19	COc1cc(C(C)=O)ccc1OCC(O)Cn1nc(C)c(Br)c1C (stereo not given)	u	-7.9%	x
20	COc1cccc(CNC(=O)CCCN2C(=O)C(c3ccccc3)Oc3cccnc32)c1OC (stereo not given)	u	-13.9%	4.1%
21	O=C(OCC(=O)N1CCN(C(=O)c2ccco2)CC1)c1ccccc1OCc1ccccc1	-8.2%	15.1%	3.8%
22	Cc1cc(C)n(-c2nnc(C)n2/N=C/c2ccccc2OCc2ccccc2Cl)n1	20.6µM*	22.6%	0.5%
23	Cc1ccc(OCC(=O)Nc2ccon2)c([N+](=O)[O-])c1	1.1%	-18.7%	1.1%
24	O=C(O)CN1C(=O)C2C3C=CC(C2C1=O)C1C(=O)N(CC(=O)O)C(=O)C31 (stereo not given)	27.2%	-0.3%	4.7%
25	Cc1cc(C)c(C(N)=O)c(Cl)n1	-2.2%	0.8%	2.9%

Reprinted, compounds 2 to 15
cpd	Structure	TDP1 cell noCPT	N370S GC mod	TDP1 inh
2	CC1CN(C(=O)Cn2cc(SCC(=O)N3CCOCC3)c3ccccc32)CC(C)O1 (stereo not given)	5.9%	-10.3%	1.9%
3	Cc1cc(C)cc(NC(=O)CN2C(=O)NC(Cc3c[nH]c4ccccc34)C2=O)c1 (stereo not given)	u	x	2.7%
4	COc1ccc(-c2nn(-c3ccccc3F)cc2CNCCn2nc(C)cc2C)cc1	u	10.0%	2.5%
5	COc1ccc(NC(=O)CN(C)CC(=O)NC(=O)NC2CCCCC2)cc1	u	x	-1.1%
6	Cc1ccc(C(=O)Nc2cc(-c3cn4cccnc4n3)ccc2C)cc1C	-29.4%	x	0.9%
7	COc1ccc(-c2cc3ccccc3oc2=O)cc1NC(=O)c1ccc([N+](=O)[O-])o1	14.6µM*	-3.5%	-5.3%
8	COC(=O)[C@H](CCSC)NC(=O)Nc1ccc(OC)c(Cl)c1	-0.4%	7.3%	-1.9%
9	O=C1COCCOCCOCC(=O)NCCN1	1.1%	-9.9%	5.6%
10	COc1ccc(-c2c(C)c3ccc(OCC(C)=O)cc3oc2=O)cc1	x	9.7%	4.8%
11	Cc1cccc(OCC(=O)O/N=C(\N)c2ccncc2)c1	-2.7%	0.2%	x
12	COc1ccccc1N1CCN(S(=O)(=O)CCNC(=O)c2cc(=O)c3ccccc3o2)CC1	25.9µM*	-8.9%	2.4%&-3.0%
13	S=C(NCCc1cnc[nH]1)NC1CCCC1	8.5%	19.9%	0.0%
14	Cc1cccc(C)c1NC(=O)NC1=CCCN1C	-1.4%	x	1.2%
15	Cc1cc(NC(=O)CCC(=O)N(c2cccnc2)C(C(=O)NC2CCCC2)c2ccccc2F)no1 (stereo not given)	-27.2%	2.9%	-2.5%

Continued:
cpd	Structure	TDP1 cell noCPT	N370S GC mod	TDP1 inh
26	C=CCSc1nc2c(c(=N)n1CC=C)C1CCCC1S2 (stereo not given)	u	12.2%	-6.1%
27	CN(NC(=O)Nc1ccc(Cl)cc1)c1c(Cl)c(Cl)nn1C	5.7%	5.5%	0.0%
28	CCN(C(=O)COC(=O)c1ccc(Cl)c(S(=O)(=O)N2CCCCC2)c1)C1CCS(=O)(=O)C1 (stereo not given)	-5.8%	x	-7.4%
29	Cc1ccc(NC(=O)COc2ccccc2)cc1S(=O)(=O)N1CCCCCC1	29.1µM*	5.4%	-0.4%[0.505 µM]
30	O=C(N/N=C/c1c[nH]c2ccccc12)c1ccc2c(c1)OCCO2	16.4µM*	-2.3%	3.5%
31	Cc1ccc(S(=O)(=O)c2nnn3c2nc(Nc2ccc(C(C)C)cc2)c2sccc23)cc1C	4.61µM*	x	0.0%
32	COc1ccc(Cl)cc1C(=O)NNC(=O)c1ccc(F)c(S(=O)(=O)N2CCOCC2)c1	-27.0%	x	0.8%
33	Cn1c(=O)n(-c2ccc3c(c2)OCO3)c2nc(-c3ccc(Cl)cc3)nc(C(N)=O)c21	u	x	-1.2%
34	Cc1ccc(C(=O)NCCc2nnc3ccc(SCC(=O)Nc4cc(C)on4)nn23)cc1	u	13.4%	3.5%
35	CCOC(=O)c1ccc(NC(=O)COc2ccc(S(=O)(=O)NC(C)C)cc2)cc1	-13.1%	4.5%	6.8%
36	COc1cc(C(=O)N2CCN(S(=O)(=O)c3ccc(F)cc3)CC2)cc(OC)c1OC	11.3%	-1.2%	7.8%
37	CSc1cccc(NS(=O)(=O)c2ccccc2)c1	-3.6%	9.2%	3.3%
38	O=C(CCNS(=O)(=O)c1ccccc1)N1CCN(c2ccccc2F)CC1	u	-0.1%	4.0%
39	Cc1cccc(OCCCC(=O)Nc2ccc(S(=O)(=O)Nc3ncccn3)cc2)c1C	20.6%	-8.4%	2.9%
40	COc1ccc(NC(=O)Cn2cnc3sc(C)c(S(=O)(=O)N4CCN(c5ccccc5OC)CC4)c3c2=O)cc1OC	0.4%	x	8.8%
41	COc1ccc(COc2ccsc2C(=O)Nc2ccc(Cl)cc2)cc1	u	11.7%	-2.8%
42	COc1ccc(NC(=O)C2CCCN(C(=O)c3ccc(Cl)cc3)C2)cc1S(=O)(=O)N(C)C (stereo not given)	-17.3%	x	1.7%
43	CSc1nn(Cc2ccc(Cl)cc2)c(N(C(C)=O)C(C)=O)c1S(=O)(=O)c1ccccc1	u	x	-2.7%
44	O=C(COc1ccc(S(=O)(=O)N2CCCCC2)cc1)NCc1cccnc1	8.6%	3.2%	2.5%
45	CCC1CCCCN1C(=O)CSc1nc2c([nH]c3ccccc32)c(=O)n1C (stereo not given)	20.6µM*	-13.6%	5.2%
46	CCCCNC(=S)N(CCCN(C)C)Cc1cc2cc3c(cc2[nH]c1=O)OCO3	u	29.3%	-8.7%
47	COC(=O)C1=C(O)/C(=C\c2ccc(O)c(OC)c2)N=C1C	-11.7%	-10.5%	3.6%
48	Cc1cc(C)c(/C=C/c2onc(C)c2S(=O)(=O)N2CCC(C(=O)Nc3ccc(Cl)c(C(F)(F)F)c3)CC2)c(C)c1	5.8µM*	x	-0.6%
49	Cc1ccc(C)c(NC(=O)CSc2nc(=O)n(CCN3CCOCC3)c3c2CCCC3)c1	-25.1%	-6.1%	0.4%
50	COc1ccc(NC(=O)/C(C#N)=C\c2cc(OC)c(OCc3ccc(C(=O)O)cc3)cc2Br)cc1	-25.7%	-12.9%	-1.2%
51	O=C(Nc1nc2ccccc2s1)c1cc2c(s1)-c1ccccc1OC2	u	21.3%	-1.3%
52	CCn1c(SCC(=O)Nc2nc3c(s2)CCCC3)nnc1-c1ccccc1	-5.0%	-20.6%	9.6%

Whole records, looked up by structure:
Cc1cc(C)c(/C=C/c2onc(C)c2S(=O)(=O)N2CCC(C(=O)Nc3ccc(Cl)c(C(F)(F)F)c3)CC2)c(C)c1 in the list: TDP1 cell noCPT: 5.8µM*; N370S GC mod: x; TDP1 inh: -0.6%
CCn1c(SCC(=O)Nc2nc3c(s2)CCCC3)nnc1-c1ccccc1 in the list: TDP1 cell noCPT: -5.0%; N370S GC mod: -20.6%; TDP1 inh: 9.6%
